A350 fluor: qHTS Assay for Spectroscopic Profiling in A350 Spectral Region | Compound autofluorescence, 340/450 nm, Alexa 350 dye-equivalents; stronger effect = higher value | max dye-equivalent concentration, M | 11% of 59,000 active | AID 590, 2007; in the data active = max dye-equivalent concentration above about 10 nM; inconclusive = mostly about 1.1 nM to 9.6 nM
Luciferase inh: qHTS Assay for Inhibitors of Firefly Luciferase | AID 411, 2009 | 2.2% of 72,000 active | purified firefly luciferase, luminescence, 8 min | Potency, µM (titrated, usually from 57.1 µM), inactives show top-dose activity change, negative = inhibition, usual class: inhibitors; note: potency is the fitted concentration of half-maximal effect; % is set by controls: 0 for no effect and ±100 for the full control effect; nearly all actives have a fitted effect of over 40% in size
Target sequence (P08659 whole entry, looked up): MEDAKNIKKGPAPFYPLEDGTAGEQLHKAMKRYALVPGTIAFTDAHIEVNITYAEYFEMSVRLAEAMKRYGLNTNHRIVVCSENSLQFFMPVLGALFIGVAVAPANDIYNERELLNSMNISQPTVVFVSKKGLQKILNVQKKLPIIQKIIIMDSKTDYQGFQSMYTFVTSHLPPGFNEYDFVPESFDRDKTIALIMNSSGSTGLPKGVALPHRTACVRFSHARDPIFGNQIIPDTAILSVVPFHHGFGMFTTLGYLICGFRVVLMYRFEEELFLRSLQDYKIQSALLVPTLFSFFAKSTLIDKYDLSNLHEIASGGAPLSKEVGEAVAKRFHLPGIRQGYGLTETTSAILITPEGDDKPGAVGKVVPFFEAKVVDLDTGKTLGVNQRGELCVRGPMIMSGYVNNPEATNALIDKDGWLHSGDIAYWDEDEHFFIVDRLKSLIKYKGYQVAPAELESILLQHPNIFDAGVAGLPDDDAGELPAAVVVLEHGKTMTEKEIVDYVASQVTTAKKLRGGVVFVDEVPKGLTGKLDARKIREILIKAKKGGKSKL
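Compounds were tested as concentration series (qHTS) against purified P. pyralis luciferase with luciferin and 10 uM ATP in 50 mM imidazole pH 7.2, 50 mM KCl, 7 mM MgCl2, 0.01% Tween 20, 0.05% BSA. Luminescence was read after 8 min at ambient temperature.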
HBB splice mod: qHTS Assay for Modulators of Hemoglobin Beta Chain Splicing; HBB splicing reporter cell assay, activation; EGFP reporter with mutant IVS2-654 intron; response scale: normalised to 500 nM splice-correcting PNA; Potency, µM (top dose mostly 46.1 µM), for inactives: at the highest dose activation, actives largely listed as activators; 0.06% of 65,000 active; AID 925, 2007; note: potency is the fitted concentration of half-maximal effect; 0% is about no effect
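Compounds were applied for 2 days to HeLa EGFP-654 cells, 500/well in Optimem with 2% FCS. The reporter's EGFP is disrupted by mis-splicing of beta-globin intron IVS2-654. Readout: summed well GFP fluorescence from 488 nm laser scanning; reference was 500 nM antisense […] 654 PNA.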
4MU fluor: qHTS Assay for Spectroscopic Profiling in 4-MU Spectral Region | 11% of 59,000 active | max dye-equivalent concentration, M | compound autofluorescence, 340/450 nm, 4-MU equivalents; stronger effect = higher value | AID 589, 2007; in the data active = max dye-equivalent concentration above about 10 nM; inconclusive = mostly about 1.1 nM to 9.6 nM
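Compounds in 100 mM Tris, pH 8.0, incubated 15 min at room temperature, then fluorescence read at 340 nm excitation/450 nm emission. Signal converted to 4-MU dye-equivalent concentration using an on-plate six-point 4-MU standard curve.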
Hsp90 Hop PPI: qHTS Assay for Disrupters of an Hsp90 Co-Chaperone Interaction | AlphaScreen TPR2A-His6 binding biotin-Hsp90 C-terminal peptide | 0.44% of 71,000 active | Potency, µM (titrated, usually from 57 µM), for the others: top-dose activity change, negative = inhibition; active = well fitted curve in either direction with a large enough effect; inconclusive = small, poorly fitted or top-dose-only effect, or another doubt; note: potency is the fitted concentration of half-maximal effect; % is set by controls: 0 for no effect and ±100 for the full control effect; many of its hits are not listed in these tables
Fluorescein autfl: qHTS Assay for Spectroscopic Profiling in Fluorescein Spectral Region; Compound autofluorescence, 480/540 nm, fluorescein-equivalent; stronger effect = higher value; max fluorescein-equivalent concentration, M; 0.91% of 59,000 active; AID 593, 2007; in the data active = max fluorescein-equivalent concentration above about 10 nM; inconclusive = between about 1.1 nM and that limit
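Spectral profiling of library compounds in the fluorescein window (480 nm excitation, 540 nm emission) after 15 min at room temperature in pH 8.0 Tris (100 mM). Values are dye-equivalent concentrations.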
ERK AVP inh: qHTS Assay for Inhibitors of the ERK Signaling Pathway using a Homogeneous Screening Assay; HEK293-V1b, vasopressin-stimulated pERK AlphaScreen; Potency, µM (series often up to 57.5 µM), for inactives: top-dose activity, negative = inhibition, most hits filed as inhibitors; 0.99% of 72,000 active; note: potency is the fitted concentration of half-maximal effect; % is set by controls: 0 for no effect and ±100 for the full control effect; nearly all actives have a fitted effect of over 55% in size
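HEK293 cells stably expressing V1b receptor, seeded overnight in 1% FBS, were treated with compounds for 30 min at 37C, then stimulated 5 min with 25 nM vasopressin; phospho-ERK read by AlphaScreen SureFire after lysis.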
GFP derepression: qHTS Assay for Epigenetic Modulators; 0.09% of 68,000 active; AID 597, 2007; Potency, µM (top dose mostly 46.1 µM), for the others: at the top dose GFP derepression (activation); mouse C127i GFP locus derepression, cytometry, 30 h; note: % of control where 0% means no effect
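Read-out is the number of GFP-positive cells, scored as fluorescent objects 20 to 120 um wide, reflecting derepression of a silenced CMV-GFP reporter in murine C127i cells after 30 h compound exposure at 37 C.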
CRE Fsk mod: Cell signaling CRE-BLA (Fsk stim). CHO CRE-bla reporter (cAMP response element driving beta-lactamase), forskolin EC10, beta-lactamase ratio. Potency, µM (titrated, usually from 38.2 µM), without a hit: top-dose activity change, negative = inhibition, actives largely listed as activators. 2.5% of 71,000 active; active = well fitted activation curve with a large enough effect in the signal ratio, with a control signal flat, not every such curve was filed as active; inconclusive = small, poorly fitted or top-dose-only effect, or effect the other way, or a change in a side signal; the % refers to the signal ratio; note: potency is the fitted concentration of half-maximal effect; % of control where 0% means no effect
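CHO CRE-bla cells, overnight plating in Opti-MEM with 0.5% dialyzed FBS; cpd titration + EC10 NKH 477, 3 h 37 °C; CCF4 2 h RT; ex 405/em 460 vs 530 ratio → %Activity, AC50.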
Texas Red fluor: qHTS Assay for Spectroscopic Profiling in Texas Red Spectral Region; Compound fluorescence, Texas Red channel, 547/618 nm; stronger effect = higher value; max dye-equivalent concentration, M; 0.06% of 59,000 active; in the data active = max dye-equivalent concentration above about 10 nM; inconclusive = between about 1.1 nM and that limit
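Compound titrations in 100 mM Tris pH 8.0 were incubated 15 min at room temperature and read at 547 nm excitation / 618 nm emission. Texas Red six-point standard curve on each plate converted fluorescence to dye-equivalent concentration.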
Ub-GFP proteasome: Ubiquitin-GFP Assay; Potency, µM (highest dose often 45.9 µM), inactives show at the top dose activation (GFP accumulation), usual class: activators; Ubiquitin-GFP reporter cells, proteasome inhibition, GFP fluorescence; response scale: untreated = 0%, 10 µM MG-132 = 100%; 67,000 tested, under 10 active; active = well fitted activation curve with a large enough effect, not every such curve was filed as active; inconclusive = small, poorly fitted or top-dose-only effect, or another doubt; inactive = no such curve, though single readings can be large or run the other way; note: potency is the fitted concentration of half-maximal effect
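Proteasome blockade was scored as a rise in GFP-expressing U2OS cells carrying a ubiquitin(G76V)-GFP construct, imaged after 4 hr compound treatment at 37 °C across a 46 uM–2.9 nM series.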
The depositor's hits bear a star; i = inactive; ? = inconclusive; · = not tested or not shown; [ ] = remark or other dose. Unless noted, calls come from the whole dose curve; as a rule, active = well fitted curve in the direction sought with a large enough effect; inconclusive = small, poorly fitted or top-dose-only effect, or another doubt; inactive = no such curve, though single readings can be large; an effect the other way counts as inactive or inconclusive.

SMILES	A350 fluor	Luciferase inh	HBB splice mod	4MU fluor	Hsp90 Hop PPI	Fluorescein autfl	ERK AVP inh	GFP derepression	CRE Fsk mod	Texas Red fluor	Ub-GFP proteasome
CCC(=O)n1nc(-c2ccco2)nc1SCc1ccccc1	?	-10%	0.8%	i	-1%	i	-18%	-2%	8%	?	-7%
COc1ccc(N2CCN(c3nc4c(c(=O)[nH]c(=O)n4C)n3CCCc3ccccc3)CC2)cc1	i	1%[25.5 µM]	·	i	·	?	·	-3%[20.6 µM]	·	i	·
CC(C)(C)n1nnnc1CN1CCN(C2CCCC2)CC1	?	-1%	-5.4%	i	0%	?	16%	-1%	-16%	i	-3%
CC(NC(=O)NCCCn1ccnc1)(C(F)(F)F)C(F)(F)F	i	2%[25.5 µM]	·	i	·	i	·	5%[20.6 µM]	·	i	·
Cn1c(C(=O)N2CCN(Cc3ccc4c(c3)OCO4)CC2)cc2c(=O)n(C)c3ccccc3c21	·	4%	-2.5%	·	-5%[2.3 µM]	·	?	·	?	·	-9%
COC(=O)Nc1sc2c(c1C(=O)NCc1ccco1)CCCC2	i	3%	1.9%	i	-5%	i	-18%	2%	7%	i	-3%
O=C(CCN1C(=O)c2ccccc2C1=O)Nc1ccc(F)cc1	·	1%	-0.2%	·	-5%	·	-5%	-2%	3%	·	6%
CN(C)c1ccnc(NCc2ccccc2)c1C#N	i	-2%	-0.2%	i	1%	i	-18%	0%	?	i	9%
O=C(Nc1nnc(COc2ccc(Cl)cc2)s1)C1CCCO1 (stereo unspecified)	?	-1%	5.4%	?	0%	i	-4%	5%	2%	i	3%
O=C(CSc1ncc(-c2ccccc2)nn1)NCc1ccco1	i	-1%	-0.2%	i	-5%	?	-9%	0%	?	?	-5%
O=C1CCCc2c1cc(C(=O)NCCCN1CCOCC1)c(=O)n2-c1ccc(Cl)cc1	·	0%	-0.3%	·	?	·	5%	-2%	-3%	·	-9%
CCCOC(=O)CSC1=C(C#N)C(c2ccccc2OCC)C(C#N)C(=O)N1 (stereo unspecified)	i	1%[25.5 µM]	·	i	·	?	·	-3%[20.6 µM]	·	i	·
CCOC(=O)Cn1cnc2c(nnn2Cc2ccc(Cl)cc2)c1=O	i	3%	-3.0%	i	-7%	i	13%	4%	?	i	2%
CCC1(CC)NC(=O)NC1=O	?	2%	-2.2%	?	-2%	?	2%	-1%	-3%	i	-3%
COC(=O)[C@H](C)NC(=O)Nc1ccc(OC)cc1OC	1.1e-08M*	4%	-2.6%[57.5 µM]	?	?	i	35%	4%	-3%	i	4%
CCOC(=O)c1[nH]c(C)c(C(=O)NC(C)CC)c1C (stereo unspecified)	·	0%	0.2%	·	-6%	·	-9%	5%	15%	·	18%
Cc1cccc(Cn2cnc3c(nnn3Cc3ccc(F)cc3)c2=O)c1	i	-1%	-1.5%	i	4%	i	-4%	-1%	-5%	i	14%
CN1CCN(C(=O)CC23CC4CC(CC(C4)C2)C3)CC1	i	1%	-0.6%	i	-1%	i	-1%	0%	6%	i	-1%
CC(Oc1ccc(-c2ccccc2)cc1)C(=O)N1CCOCC1 (stereo unspecified)	i	-11%	-0.9%	i	-2%	i	-12%	0%	?	i	-11%
Brc1ccc(CSc2nnc(-c3cnccn3)n2Cc2ccco2)cc1	i	-1%	2.9%[0.369 µM]	i	-2%	?	-31%	2%	7%	i	·
COC(=O)c1[nH]c2cccc(C)c2c1NC(=O)CN1CCN(C(=O)c2ccco2)CC1	?	3%	1.4%[0.369 µM]	i	-2%	i	-23%	0%	-17%	i	-1%
Cc1ccc(OCC(=O)Nc2ccc(N(C)C)cc2)cc1	i	6%	·	i	-6%	i	-10%	2%	6%	i	1%
O=C(Cn1ncc2c1-c1ccccc1OC2)N1CCN(Cc2ccc3c(c2)OCO3)CC1	·	7%	-0.2%	·	-3%	·	-24%	0%	-13%	·	3%
COC(=O)c1cccc(NC(=O)CSc2nc(=O)cc(N)n2-c2ccccc2)c1	i	-1%	-0.9%	i	-8%	?	-10%	2%	-4%	?	1%
Cc1nnc(SCCn2c(N3CCN(c4ccccc4)CC3)nc3c2c(=O)n(C)c(=O)n3C)s1	·	-3%	-1.4%	·	-1%	·	·	·	?	·	-3%
SMILES	A350 fluor	Luciferase inh	HBB splice mod	4MU fluor	Hsp90 Hop PPI	Fluorescein autfl	ERK AVP inh	GFP derepression	CRE Fsk mod	Texas Red fluor	Ub-GFP proteasome
CC(NC(=O)CSc1nnc(COc2ccccc2)o1)c1ccccc1 (stereo unspecified)	i	1%[25.5 µM]	·	i	·	i	·	-6%[20.6 µM]	·	i	·
CCCN1CCN(C(c2cc3cc(OCC)ccc3[nH]c2=O)c2nnnn2C2CCCCC2)CC1 (stereo unspecified)	5.1e-07M*	-1%	0.0%[57.5 µM]	4.2e-07M*	-2%	?	-5%	0%	-15%	i	1%
CCOc1ccccc1NC(=O)N1CCC(c2nc3ccc(C)cc3[nH]2)CC1	i	-3%	·	i	0%	i	-1%	-3%	-6%	i	4%
NCc1nnn(Cc2ccccc2)c1N	1.3e-08M*	2%[11.4 µM]	2.7%[9.22 µM]	1.2e-08M*	5%[11 µM]	i	10%[11.5 µM]	4%[9.22 µM]	-4%[7.6 µM]	i	-11%[9.17 µM]
COc1ccc(-c2nnc(SCC(=O)Nc3ncc(C)s3)n2-c2ccccc2)cc1OC	i	-1%	-0.2%[57.5 µM]	i	-4%	i	-30%	2%	5µM*	?	-3%
CCn1c(=O)cc(OCC(=O)NCc2cccnc2)c2ccccc21	?	-2%	-5.9%	?	-5%	i	15%	-1%	?	?	6%
COc1cccc(-n2c(C)nc3c(cnn3-c3ccc(C)cc3)c2=O)c1	i	-5%	-2.4%	i	-3%	i	24%	0%	?	i	-5%
O=C(CCCC1=NS(=O)(=O)c2ccccc2N1)N1CCN(c2ccc(Cl)cc2)CC1	·	0%	-0.1%	·	?	·	?	·	?	·	-6%
O=C(O)c1cc(C(=O)C(=O)c2cc(C(=O)O)c(O)c3ccccc23)c2ccccc2c1O	i	1%[11.4 µM]	1.4%[9.22 µM]	i	1%[11 µM]	i	-9%[11.5 µM]	0%[9.22 µM]	5%[7.6 µM]	i	-1%[9.17 µM]
CCn1c(SCC(=O)N2CCN(S(=O)(=O)c3ccccc3)CC2)nnc1-c1cccs1	?	0%	-5.1%	?	-4%	?	5%	0%	?	i	1%
NC/C(=N\O)c1ccc(Cl)cc1Cl	·	1%	-0.3%[9.22 µM]	·	0%	·	21%	0%	-14%	·	-8%
CN(C)CCCn1c2ccccc2c2cnccc21	i	3%[11.4 µM]	4.0%[9.22 µM]	i	-5%[11 µM]	i	0%[11.5 µM]	6%[9.22 µM]	10%[7.6 µM]	i	1%[9.17 µM]
COc1ccccc1NC(=O)CCc1c(C)[nH]c(=O)c(C#N)c1C	i	2%	-1.7%	i	-4%	i	7%	0%	-1%	i	-2%
Cc1nn(-c2ccc(Cl)cc2)c2sc(C(=O)N3CCN(c4ccccn4)CC3)cc12	2.5e-08M*	2%	-0.4%[57.5 µM]	1.5e-08M*	3%	i	10%	1%	9%	i	-5%
C[C@@H](N=C(N)N)C(=O)O	i	4%[11.4 µM]	4.2%[9.22 µM]	i	?	i	-14%[11.5 µM]	-3%[9.22 µM]	-4%[7.6 µM]	i	10%[9.17 µM]
CC(=O)Nc1ccc(S(=O)(=O)N2CCC(N(C)CCC(C)C)CC2)cc1	?	0%	3.0%[0.369 µM]	i	-3%	i	-12%	4%	-5%	i	5%
O=C(c1csnn1)N1CCC2(CC1)CCN(c1ccccn1)CC2	i	0%[11.4 µM]	1.3%	i	3%	i	-17%	12%[9.22 µM]	5%	i	1%
CC(C)NC(=O)CCCn1c(=S)[nH]c2cc3c(cc2c1=O)OCO3	i	4%	6.7%[0.369 µM]	i	-3%	i	-1%	0%	8%	i	-5%
COCC(=O)N(CCc1ccc(OC)cc1)Cc1nc2ccccc2c(=O)[nH]1	i	0%	2.7%	i	3%	i	8%	2%	-16%	i	3%
COc1ccc(CC(NC(C)=O)C(=O)NC2CCN(c3nnnn3-c3ccccc3)CC2)cc1 (stereo unspecified)	i	-38%	3.2%	i	-2%	i	2%	0%	?	?	-4%
O=C(Nn1cnnc1)c1cc2c(s1)CCCC2	i	-17%	0.6%	i	-2%	?	12%	0%	-6%	?	1%
CC1CN(c2ncnc3c2oc2ccccc23)CC(C)O1 (stereo unspecified)	?	0%	6.3%[0.369 µM]	?	1%	?	?	3%	?	i	2%
O=C(CSc1nnnn1-c1ccccc1)Nc1ccc(N2CCOCC2)c(Cl)c1	i	1%	0.0%	i	1%	i	-8%	0%	1%	i	0%

Some of the compounds tested; count on the stated rates, not on these rows.
